PP1 inh – PP1-alpha (human) inhibition in PP5 counter-screen. P62136. AID 2235. purified PP1alpha, OMFP fluorescence. inhibition, % at 6.7 µM. hit rate 0.9% among 320,000;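 active = inhibition above the mean inhibition of all tested compounds plus 3 SD, computed separately for each screening campaign, cut at about 15% in these data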
procasp3 activ – activates human procaspase-3; activation, % at 8.5 µM; hit rate 0.11% among 330,000; recombinant procaspase-3 D3A, Ac-DEVD-pNA absorbance 405 nm; P42574; AID 463141;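 active = activation above the mean of all tested compounds plus 3 SD, cut at about 21% in these data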;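 also: 0% = DMSO alone and 100% = DMSO wells spiked with extra 5 µM PC-3 D3A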
Target sequence (P42574 whole entry D9A/D28A/D175A): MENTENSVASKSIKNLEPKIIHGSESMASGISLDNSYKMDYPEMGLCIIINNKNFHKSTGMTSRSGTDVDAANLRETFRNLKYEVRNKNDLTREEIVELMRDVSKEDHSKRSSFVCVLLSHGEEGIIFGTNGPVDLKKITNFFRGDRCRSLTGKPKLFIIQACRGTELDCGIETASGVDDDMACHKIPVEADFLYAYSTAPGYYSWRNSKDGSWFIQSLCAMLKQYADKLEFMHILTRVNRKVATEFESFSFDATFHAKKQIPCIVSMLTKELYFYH
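material = Procaspase-3 D3A mutant | probe or stimulus = Ac-DEVD-pNA | compound = single dose, 8.5 µM nominal compound, 0.8% DMSO | timing = 1 h preincubation, 2 h reaction | measured by = 405 nm absorbance of p-nitroaniline, reads at 0 and 120 min | benchmarks = DMSO-only low control, 5 µM PC-3 D3A high control | repeats = singlicate, each compound tested once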
HCV core dimer – blocks dimerization of HCV core protein; TR-FRET GST/Flag-core106 dimerization, 1536-well; inhibition, % at 5 µM; hit rate 0.33% among 300,000; AID 1899;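 active = inhibition above the mean of all tested compounds plus 3 SD, set per screening campaign, cut at about 45% in these data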
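Material: GST/Flag-tagged HCV core106 proteins. Incubation: 4 h, 22.5 °C incubation. Read-out basis: inhibition (%) from 671 over 617 nm ratio. Measured by: TR-FRET, excitation 340 nm, emission 617 and 671 nm.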
PP5 inh – inhibitors of human protein phosphatase 5 (PP5). P53041. purified PP5c, OMFP substrate fluorescence. inhibition, % at 6.7 µM. hit rate 0.18% among 320,000. AID 1987;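 active = inhibition above the campaign's mean inhibition across all tested compounds plus 3 SD, cut at about 9.5% in these data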;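 also: 0% = DMSO only and 100% = 100 µM cantharidin control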
JMJD2C inh – human JMJD2C demethylase inhibition; hit rate 0.069% among 330,000; AID 2099; inhibition, % at 2.35 µM; GST-JMJD2C(1-420) H3K9me3 demethylation, DELFIA europium;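 active = more than half of a compound's replicate wells show inhibition beyond 50%, single wells judged on their own value; inconclusive = some, but no more than half, of replicates pass 50% inhibition; inactive = no replicate passes 50% inhibition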;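 also: signal counts dimethyl H3K9 product captured on neutravidin plate; 0% = median of DMSO wells and 100% = 0.3 times that DMSO median; strong numbers were not always called active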
Target sequence (Q9H3R0 1-420 limits assumed): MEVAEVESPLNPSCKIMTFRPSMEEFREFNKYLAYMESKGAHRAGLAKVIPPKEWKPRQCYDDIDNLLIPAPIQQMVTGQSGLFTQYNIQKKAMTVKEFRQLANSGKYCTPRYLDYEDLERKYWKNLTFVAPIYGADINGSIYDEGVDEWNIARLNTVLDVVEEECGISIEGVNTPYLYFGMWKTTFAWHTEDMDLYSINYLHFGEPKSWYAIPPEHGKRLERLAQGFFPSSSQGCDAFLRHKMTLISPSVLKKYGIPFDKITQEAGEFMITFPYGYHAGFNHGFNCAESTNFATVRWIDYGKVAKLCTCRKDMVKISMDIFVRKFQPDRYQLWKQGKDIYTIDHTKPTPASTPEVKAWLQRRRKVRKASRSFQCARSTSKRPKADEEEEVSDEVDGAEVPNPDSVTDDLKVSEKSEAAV
GRK2 aptamer HTS – human GRK2 inhibition via aptamer displacement; P25098; bead flow cytometry, FAM-aptamer displacement from GRK2; inhibition of aptamer binding, % at 10 µM; hit rate 0.59% among 330,000; AID 488847;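 active = inhibition of aptamer binding above 40%, roughly 3 SD of noise, on plates passing a quality check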;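 also: median bead fluorescence of bound FAM aptamer so fluorescent compounds give negative values; no value below 0 was filed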
VLA-4 inh – inhibition in a human VLA-4 binding assay; P13612; VLA-4 expressing cells, ligand binding flow cytometry; inhibition, % (about 7 µM as worked out from the volumes in the protocol); hit rate 0.2% among 330,000; AID 2557; in the data active = inhibition above about 50%
Fh CTSL1 inh – cathepsin L1 inhibition, PFM18AAP counter-screen | recombinant F. hepatica cathepsin L1, Z-Leu-Arg-MCA fluorescence | inhibition, % at 5.96 µM | hit rate 0.49% among 300,000;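 active = inhibition above the mean of all tested compounds plus 3 SD, set per screening campaign, cut at about 17% in these data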;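 also: 0% = plate median of test compound wells and 100% = 1 µM Z-Phe-Ala-diazomethylketone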
proCasp7 act – counter-screen: procaspase-7 (human) activation | hit rate 0.093% among 330,000 | recombinant procaspase-7, Ac-DEVD-pNA absorbance 405 nm; D23A/D198A/D206A triple mutant, cannot self-cleave; scale: DMSO 0, 5 µM enzyme 100 | P55210 | activation, % at 8.5 µM;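 active = percent activation above the screen-wide mean plus 3 SD, cut at about 25% in these data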
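buffer or medium = Zinc-free HEPES/NaCl buffer, pH 7.4 | material = Procaspase-7 triple mutant (PC-7 D3A) | input = 2 µM procaspase-7 mutant as dispensed | signal = Epi-absorbance of released pNA at 405 nm, two timepoints | timing = 1 h preincubation, 2 h reaction | replicates = singlicate compound testing | evaluation = % activation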
Numbers without * were called inactive; ? = inconclusive; / = not tested or not shown. Compounds as they come; about 2.6% have a hit in one of these screens.

(1) O=C(Nc1ccc2c(c1)OCO2)c1sc2cc(Cl)ccc2c1Cl
(2) O=C(Cn1nc(-c2ccc(Cl)cc2)c2ccccc2c1=O)Nc1cccnc1
(3) Cc1ccsc1/C=N/N1CCN(C2c3ccccc3-c3ccccc32)CC1
(4) O=C(C1CCN(S(=O)(=O)c2cccc3cccnc23)CC1)N1CCN(c2ccc(Cl)cc2)CC1
(5) COc1c2ccoc2nc2c(OC)c(OCC(OC(C)=O)C(C)(C)O)ccc12 (centres undefined)
(6) COc1ccc(-c2cc(NCCc3ccncc3)n3ncnc3n2)cc1
(7) CC1CC(C)CN(S(=O)(=O)N2CCC(C(=O)NCCC3=CCCCC3)CC2)C1 (centres undefined)
(8) COc1ccc(CC(=O)N2CCc3cc(OC)c(OC)cc3C2)cc1

| compound no. | 1 | 2 | 3 | 4 | 5 | 6 | 7 | 8 |
| --- | --- | --- | --- | --- | --- | --- | --- | --- |
| PP1 inh | -2 | 12 | -2 | -3 | -5 | -2 | 4 | 0 |
| procasp3 activ | 10 | 19 | -10 | 2 | 6 | -5 | -4 | 5 |
| HCV core dimer | -3 | 2 | 1 | 7 | -4 | -2 | -10 | -8 |
| PP5 inh | -2.8 | 1.6 | 2.4 | 1.0 | 1.7 | -2.3 | 2.4 | 0.9 |
| JMJD2C inh | 9 | 31 | 16 | 22 | ? | 29 | 11 | 7 |
| GRK2 aptamer HTS | 0 | 0 | 5 | 0 | 2 | 5 | 0 | 20 |
| VLA-4 inh | -3 | 3 | 6 | 6 | -9 | -8 | 6 | 0 |
| Fh CTSL1 inh | 0 | -1 | 3 | -2 | -3 | 5 | -1 | -8 |
| proCasp7 act | -6 | 8 | -6 | -9 | 14 | 0 | 4 | -1 |

Three entries out of the list above, sorted by the number in procasp3 activ, falling.
item	SMILES	procasp3 activ
5	COc1c2ccoc2nc2c(OC)c(OCC(OC(C)=O)C(C)(C)O)ccc12 (centres undefined)	6
7	CC1CC(C)CN(S(=O)(=O)N2CCC(C(=O)NCCC3=CCCCC3)CC2)C1 (centres undefined)	-4
6	COc1ccc(-c2cc(NCCc3ccncc3)n3ncnc3n2)cc1	-5

(further entries)
(9) Cc1nn(C(C)C(=O)N2CCc3ccccc3C2)c(=O)c2cc3occc3n12 (centres undefined)
(10) COc1ccc(/C(CC2OC(=O)c3ccccc32)=N\NC(N)=O)cc1 (centres undefined)
(11) C[C@H]1CN([C@@H](C)CO)C(=O)Cc2cc(NC(=O)C3CC3)ccc2O[C@H]1CN(C)Cc1ccc(Oc2ccccc2)cc1
(12) O=c1oc2cc(O)ccc2cc1-c1ccccc1
(13) N#Cc1cc([N+](=O)[O-])c(-n2nnc3ccccc32)c([N+](=O)[O-])c1
(14) CCNc1nc(Oc2ccc(C(=O)OCC)cc2)nc(N2CCOCC2)n1
(15) CCC(=O)Nc1cc(-c2nn(C)c(=O)c3ccccc23)ccc1N1CCOCC1
(16) CN1CCN(C(=O)c2cc3c(=O)n4ccccc4nc3s2)CC1

| compound no. | 9 | 10 | 11 | 12 | 13 | 14 | 15 | 16 |
| --- | --- | --- | --- | --- | --- | --- | --- | --- |
| PP1 inh | -1 | -5 | / | -3 | -2 | -4 | 2 | 1 |
| procasp3 activ | -1 | 6 | 7 | 19 | -24 | 0 | -5 | -1 |
| HCV core dimer | 1 | -4 | / | -1 | -9 | 1 | -2 | -3 |
| PP5 inh | 3.6 | 0.8 | / | -1.7 | -7.4 | -2.6 | 2.8 | 1.9 |
| JMJD2C inh | -6 | -6 | 4 | 2 | 7 | 5 | 11 | 13 |
| GRK2 aptamer HTS | 0 | 0 | 0 | 2 | 3 | 1 | 2 | 2 |
| VLA-4 inh | 1 | 0 | 4 | 0 | -2 | -15 | 14 | -8 |
| Fh CTSL1 inh | -3 | 3 | / | 3 | 10 | -3 | -1 | 1 |
| proCasp7 act | 0 | 5 | 2 | 20 | -27 | 7 | 5 | 1 |

(17) C=CCN1C(=O)C(CC(=O)Nc2ccc(OCCC)cc2)N(CCCN2CCN(Cc3ccccc3)CC2)C1=S (centres undefined)
(18) O=C(CN1CCC(Cc2ccccc2)CC1)NC(=O)NC1CCCCC1
(19) CCc1cc2c(=O)c(-c3nc4ccccc4[nH]3)coc2c(CN2CCCCC2)c1O
(20) Cc1onc(-c2ccccc2Cl)c1C(=O)N1CCCc2ccccc21
(21) Cc1c(CCC(=O)NCCC(=O)O)c(=O)oc2c(C)c3oc4c(c3cc12)CCCC4
(22) O=C(COc1ccc([N+](=O)[O-])cc1)N(Cc1ccccc1)Cc1ccccc1
(23) Nc1nc(CN2CCN(Cc3ccc4c(c3)OCO4)CC2)nc(Nc2ccccc2)n1
(24) CCC1CCCCN1C(=O)COC(=O)c1cc(=O)[nH]c2ccccc12 (centres undefined)

| compound no. | 17 | 18 | 19 | 20 | 21 | 22 | 23 | 24 |
| --- | --- | --- | --- | --- | --- | --- | --- | --- |
| PP1 inh | 0 | 1 | -2 | -4 | 1 | 1 | -4 | / |
| procasp3 activ | 2 | 0 | 5 | -1 | 0 | -8 | -3 | 7 |
| HCV core dimer | -10 | 1 | -5 | 0 | 14 | 11 | -3 | / |
| PP5 inh | 1.8 | -0.1 | -1.4 | 6.2 | 0.2 | 3.7 | -0.3 | / |
| JMJD2C inh | -14 | -6 | -3 | 1 | -2 | -3 | 15 | 7 |
| GRK2 aptamer HTS | 0 | 1 | 0 | 3 | 0 | 0 | 0 | 0 |
| VLA-4 inh | 13 | -1 | 3 | 1 | 8 | -7 | 4 | 20 |
| Fh CTSL1 inh | -2 | -3 | -1 | -2 | -1 | 6 | -3 | / |
| proCasp7 act | 3 | 2 | 4 | 4 | 10 | 0 | 1 | 6 |

Shown bar-delimited: nine of the compounds above.
No. | mol | PP1 inh | procasp3 activ | HCV core dimer | PP5 inh | JMJD2C inh | GRK2 aptamer HTS | VLA-4 inh | Fh CTSL1 inh | proCasp7 act
10 | COc1ccc(/C(CC2OC(=O)c3ccccc32)=N\NC(N)=O)cc1 (centres undefined) | -5 | 6 | -4 | 0.8 | -6 | 0 | 0 | 3 | 5
11 | C[C@H]1CN([C@@H](C)CO)C(=O)Cc2cc(NC(=O)C3CC3)ccc2O[C@H]1CN(C)Cc1ccc(Oc2ccccc2)cc1 | / | 7 | / | / | 4 | 0 | 4 | / | 2
12 | O=c1oc2cc(O)ccc2cc1-c1ccccc1 | -3 | 19 | -1 | -1.7 | 2 | 2 | 0 | 3 | 20
13 | N#Cc1cc([N+](=O)[O-])c(-n2nnc3ccccc32)c([N+](=O)[O-])c1 | -2 | -24 | -9 | -7.4 | 7 | 3 | -2 | 10 | -27
14 | CCNc1nc(Oc2ccc(C(=O)OCC)cc2)nc(N2CCOCC2)n1 | -4 | 0 | 1 | -2.6 | 5 | 1 | -15 | -3 | 7
15 | CCC(=O)Nc1cc(-c2nn(C)c(=O)c3ccccc23)ccc1N1CCOCC1 | 2 | -5 | -2 | 2.8 | 11 | 2 | 14 | -1 | 5
16 | CN1CCN(C(=O)c2cc3c(=O)n4ccccc4nc3s2)CC1 | 1 | -1 | -3 | 1.9 | 13 | 2 | -8 | 1 | 1
17 | C=CCN1C(=O)C(CC(=O)Nc2ccc(OCCC)cc2)N(CCCN2CCN(Cc3ccccc3)CC2)C1=S (centres undefined) | 0 | 2 | -10 | 1.8 | -14 | 0 | 13 | -2 | 3
18 | O=C(CN1CCC(Cc2ccccc2)CC1)NC(=O)NC1CCCCC1 | 1 | 0 | 1 | -0.1 | -6 | 1 | -1 | -3 | 2

Remaining list, next part:
(25) O=C(c1cc(C2CC2)nn1-c1ccccc1)N1CCN(c2ncc(C(F)(F)F)cc2Cl)CC1
(26) Nn1nnc2ccccc21
(27) CCc1ccc(C2N3CC4([N+](=O)[O-])CN2CC([N+](=O)[O-])(C3)C4(C)C)cc1 (centres undefined)
(28) O=C(COC(=O)c1cc(-c2cccs2)nc2ccccc12)NC1CCS(=O)(=O)C1 (centres undefined)

| compound no. | 25 | 26 | 27 | 28 |
| --- | --- | --- | --- | --- |
| PP1 inh | 4 | -3 | 0 | -2 |
| procasp3 activ | -1 | 1 | -6 | 4 |
| HCV core dimer | / | 7 | -1 | -1 |
| PP5 inh | 0.7 | -0.3 | -2.6 | -0.5 |
| JMJD2C inh | -1 | 6 | 28 | 7 |
| GRK2 aptamer HTS | 0 | 1 | 27 | 0 |
| VLA-4 inh | 12 | 56* | 13 | -7 |
| Fh CTSL1 inh | / | -6 | 0 | -11 |
| proCasp7 act | 0 | -1 | 3 | 14 |

Source: PubChem
